Screens: PubChem, several laboratories
TNF necrop inh – inhibitors of TNF-alpha induced necroptosis in Jurkat FADD-/- cells. activation (protection from cell death), % at 10 µM. Jurkat FADD-/- TNF necroptosis rescue, ATP luminescence, 24 h; 0 = TNF only, 100 = no-TNF cells. actives 0.068% (n = 220,000);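 active = activation, meaning protection from cell death, of at least 50% relative to plate controls; inactive = activation below 50%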;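 note: necroptosis triggered by 40 ng/mL TNF-alpha added together with compound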
Hck-Nef inh – human Hck-Nef kinase inhibition; P08631; Recombinant Hck-YEEI plus Nef, Z-Lyte FRET kinase assay; inhibition, % at 20 µM; actives 0.68% (n = 220,000); AID 463187;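 active = Hck-Nef kinase inhibition above about 50%, limit read from the data; inactive = inhibition below that limit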;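 note: 0% = DMSO with Hck plus Nef and 100% = Hck alone without Nef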
Target sequence (P08631 whole entry, looked up): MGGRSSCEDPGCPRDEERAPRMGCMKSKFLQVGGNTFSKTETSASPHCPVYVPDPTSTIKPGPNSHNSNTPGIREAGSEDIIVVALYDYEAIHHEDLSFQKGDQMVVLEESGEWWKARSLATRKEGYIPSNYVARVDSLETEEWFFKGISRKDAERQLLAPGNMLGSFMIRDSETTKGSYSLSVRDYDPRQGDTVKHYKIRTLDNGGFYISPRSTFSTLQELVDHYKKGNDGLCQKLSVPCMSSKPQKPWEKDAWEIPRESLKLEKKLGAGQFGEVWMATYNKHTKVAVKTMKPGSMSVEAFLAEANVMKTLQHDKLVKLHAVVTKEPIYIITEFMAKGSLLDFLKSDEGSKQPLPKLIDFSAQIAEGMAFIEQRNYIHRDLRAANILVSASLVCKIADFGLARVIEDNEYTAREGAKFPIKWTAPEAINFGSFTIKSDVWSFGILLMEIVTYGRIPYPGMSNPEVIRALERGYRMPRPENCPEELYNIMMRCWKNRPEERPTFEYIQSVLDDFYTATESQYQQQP
PERK inh – human PERK inhibition, primary cell-based screen; CHO PERK-DD fusion, SEAP luminescence translation reporter; inhibition, % at 5.6 µM; actives 0.17% (n = 220,000);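 active = inhibition above the mean inhibition of all tested compounds plus 3 SD, set separately per screening campaign, cut at about 2.9% in these data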;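 note: PERK kinase domain activated by AP20187 dimerizer at 100 nM; 0% = DMSO with dimerizer and 100% = rapamycin at 8.4 µM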
EP2 antag – EP2 receptor (human) inhibition | P43116 | C6 glioma cells expressing human EP2, cAMP TR-FRET; cells stimulated with saturating PGE2 | actives 0.52% (n = 260,000) | AID 1422 | inhibition, % at 25 µM;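 active = percent inhibition above 40 after rounding to a whole number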;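 note: rat C6 glioma host cells with rolipram phosphodiesterase inhibitor present; the protocol text gives 20 µM as final concentration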
Target sequence (P43116 whole entry, looked up): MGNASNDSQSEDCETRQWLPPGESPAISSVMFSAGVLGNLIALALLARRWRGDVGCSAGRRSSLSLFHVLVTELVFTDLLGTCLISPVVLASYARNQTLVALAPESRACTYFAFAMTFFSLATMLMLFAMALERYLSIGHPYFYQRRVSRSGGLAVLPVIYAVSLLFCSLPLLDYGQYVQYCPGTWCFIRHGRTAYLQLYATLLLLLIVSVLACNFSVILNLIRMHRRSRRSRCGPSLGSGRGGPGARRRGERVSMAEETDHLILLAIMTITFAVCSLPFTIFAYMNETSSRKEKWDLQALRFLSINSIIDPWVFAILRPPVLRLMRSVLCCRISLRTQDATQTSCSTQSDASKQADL
EP2 modulator – modulates human prostaglandin E2 receptor EP2 signaling; EP2-expressing cells, cAMP HTRF FRET, PGE2 co-stimulation; induction, % at 25 µM; P43116; actives 0.83% (n = 260,000);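 active = compounds whose cAMP rise, as percent of the full-agonist control response, exceeds 60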;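 note: rat C6 glioma line stably carrying human EP2 under a CMV promoter; the protocol text gives 20 µM as final concentration; 100% = response of wells given 1 µM PGE2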
L929 necroptosis – L929 zVAD cell death inhibition; L929 zVAD necroptosis rescue, ATP luminescence, 24 h; with zVAD 60 µM; viability rescue, % at 10 µM; actives 0.38% (n = 220,000);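 active = activation, scaled between plate controls, above about 75%, limit read from the data; inactive = activation under that limit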;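 note: 0% = zVAD with DMSO and 100% = DMSO alone without zVAD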
Runt-SMMHC FRET – Runt domain-CBFb-SMMHC interaction inhibition. inhibition, % at 20 µM. actives 0.74% (n = 220,000). Q01196+Q13951. Cerulean-Runt/Venus-CBFb-SMMHC FRET ratio 530/480, 1 h. AID 1434;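 active = mean inhibition across duplicate retests at 20 µM reaching about 50%, limit read from the data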;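 note: 0% = DMSO wells and 100% = wells with excess untagged CBFb-SMMHC; inhibitors lower the FRET ratio by blocking Runt binding to CBFb-SMMHC; some results filed as inactive read as strong as hits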
RBBP9 inh – human RBBP9 hydrolase inhibition | recombinant RBBP9, FP-Rh probe fluorescence polarization | actives 0.2% (n = 220,000) | inhibition, % at 7.94 µM;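 active = inhibition above the campaign mean of all tested compounds plus 3 SD, cut at about 14% in these data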;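 note: plate controls were DMSO wells with RBBP9 for no effect and wells lacking RBBP9 protein for full effect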
Target sequence (O75884 whole entry, looked up): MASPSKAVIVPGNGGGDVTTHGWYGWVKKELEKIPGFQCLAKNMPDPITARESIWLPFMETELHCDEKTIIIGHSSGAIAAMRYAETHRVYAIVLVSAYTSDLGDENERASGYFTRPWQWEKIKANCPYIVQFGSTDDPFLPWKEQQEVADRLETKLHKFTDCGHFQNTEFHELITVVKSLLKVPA
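System: RBBP9 protein / Quantity: 2.5 µM RBBP9 dispensing solution, before mixing / Also added: Serine-hydrolase probe FP-Rh, 375 nM pre-mixing / Dosing: 7.94 µM single dose, 0.794% DMSO / Timing: enzyme-compound preincubation 30 min, then probe labeling 45 min, 25 °C / Signal: FP readout at 525/598 nm / Controls: DMSO-treated enzyme wells and wells lacking RBBP9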
Runt-CBFb FRET – blocks binding of human RUNX1 Runt domain to CBFb; Q01196+Q13951; Cerulean-Runt/Venus-CBFb FRET ratio 530/480, 1 h; inhibition, % at 20 µM; actives 0.46% (n = 220,000); AID 1496;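 active = inhibition over about 50% at 20 µM in the single-dose screen, limit read from the data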;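 note: 0% = DMSO wells and 100% = excess unlabeled CBFb competitor control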
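Doses: 20 µM compound in 1% DMSO | Material: Cerulean-labeled Runt domain protein | Amount: Each fluorescent fusion protein 100 nM | Schedule: Two 1 h room-temperature incubations shielded from light | Measured by: FRET fluorescence | Evaluation: Loss of energy transfer signal | Controls: Unlabeled CBFb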
* marks the source's active call; other numbers are inactive results; . = no result given; & = joins results of further samples. These rows are one share of the data; the hit share may differ from the screen's.

Molecule,EP2 antag,Runt-CBFb FRET,PERK inh,TNF necrop inh,RBBP9 inh,EP2 modulator,Hck-Nef inh,Runt-SMMHC FRET,L929 necroptosis
Cc1nn(C(C)(C)C)c(OC(=O)c2ccc(Br)o2)c1Sc1ccccc1,2,-1,1.5,-1.1,-5,19,0,-5,0.0
O=c1cc(C(F)(F)F)nc(-c2ccccc2OC(F)(F)F)[nH]1,13,1,2.2,2.7,7,4,12,0,1.1
O=C(CSc1n[nH]c(-c2ccncc2)n1)NCCc1ccccc1,12,1,0.1,-1.9,-2,-3,7,-3,0.1
CCOC(=O)c1nnn(CC(=O)Nc2cc(Cl)ccc2C)c1C(=O)OCC,18,-1,-1.0,0.9,-6,12,2,-2,0.0
O=C(CN1CCN(Cc2ccccc2)C1=O)NCCCN1CCOCC1,8,6,0.5,1.5,2,10,2,-1,2.4
CCC(C)(C)NC(=O)C(c1cccnc1)N(C(=O)c1csnn1)c1ccc(C)cc1 (stereo not given),0,-1,0.2,0.6,9,25,-5,-2,-0.1
Cc1ccc(C(=O)NCCc2nnc3ccc(SCC(=O)Nc4ccccc4C)nn23)cc1,1,2,-1.1,4.0,-14,9,-1,1,0.1
CCC(C)(C)C1CCC(=NNC(=O)c2ccoc2C)CC1 (stereo not given),.,3,-0.6,-0.8,-16,9,-18,-1,0.1
CCC(C)[C@H]1CNC(=O)C(=O)N1CCCc1cc(OC)c(OC)c(OC)c1 (stereo not given in full),16,-1,.,3.0,.,29,26,1,0.4
O=C(c1nc2ccccn2c1CNCCCn1ncc2ccccc21)N1CCOCC1,4,0,1.6,1.1,-6,15,-3,1,0.6
O=C(O)CCc1ccc(-c2ccccc2)n1NC(=O)c1cccs1,7,5,0.7,0.4,0,43,14,4,6.1
O=C(Nc1ccc(N2CCOCC2)c(Cl)c1)c1ccc([N+](=O)[O-])o1,20,-1,0.2,-13,3,-87,13,2,63
COC(=O)C1CCN(C(=O)CCCOc2ccccc2)CC1,8,0,0.2,-1.4,-6,10,7,-4,-0.4
COc1ccc(-c2nn(-c3ccccc3)cc2CNCCN2CCOC2=O)c(F)c1,5,.,-0.1,1.0,-7,-34,22,.,-0.8
CCOc1ccc2c(=O)c(Oc3ccccc3OCC)coc2c1,26,0,-0.2,-0.6,-3,26,1,-4,-0.2
N#C/C(=C(/O)COc1ccccc1)c1nc2ccccc2s1,6,-1,-0.3,1.0,-12,-30,16,-4,2.1
Cc1ccc(NC(=O)CSc2ccccc2NC(=O)c2ccccc2Cl)cc1Cl,9,3,0.9,5.3,-6,-64,5,3,1.4
O=C1CN(c2nc3nonc3nc2N2CCCCC2)CCN1,4,0,1.6,1.2,5,29,20,-4,4.8
C/C(O)=C\c1nc2ccccc2oc1=O,17,7,1.3,12,-2,26,-1,4,64
N/C(=N\OC(=O)CCCc1ccccc1)c1ccccn1,13,-1,-0.3,0.1,-5,-13,5,2,0.3
C#CCOC(=O)CCCNc1ccc([N+](=O)[O-])cc1[N+](=O)[O-],9,-2,0.5,-1.8,-9,3,3,-5,-0.2
Cc1ccc2cc(NC(=O)Cc3ccccc3)ccc2n1,7,2,1.5,2.3,-3,-23,18,0,0.6
COc1ccc(N2C(=O)C3CCCN3C2c2ccccc2)cc1 (stereo not given),9,1,0.3,0.7,-6,17,2,0,0.3
NC(=O)NC(=O)CSc1nc2sc(-c3ccccc3)cc2c(=O)n1-c1ccccc1,3,-6,0.8,-1.8,-12,64*,20,0,0.5
Cc1nc(-c2cccc(S(=O)(=O)N3CCOCC3)c2)cs1,8,24,0.0,-3.3,-4,13,-1,20,-0.2
CCc1ccc(OCc2nnc(NC(=O)c3cccs3)s2)cc1,8,4,0.6,-2.0,-8,-7,-19,1,-0.4
CNC(=O)NNC(=O)c1nc(-c2ccccc2)c(C)o1,16,0,0.3,0.9,-14,28,-6,-162,0.7
COC(=O)CN1C(=O)Nc2ccc(Br)cc2C1c1ccccc1 (stereo not given),6,0,0.0,-2.8,-6,23,11,1,-1.4
CCOC(=O)CC(=O)CSc1nc2c(sc(=S)n2-c2ccccc2)c(=O)[nH]1,5,-3,1.4,0.6,-4,3,1,-3,1.0
CN(Cc1cnn(C)c1)Cc1nc(Cc2ccccc2Cl)no1,7,0,-0.4,0.6,-5,14,18,4,0.4
Oc1ccc(O)c(Cc2nc3ccccc3s2)c1,7,51*,0.2,-22,-3,-21,10,10,0.7
Cc1cc(S(=O)(=O)n2ccnc2)c(Cl)cc1Cl,9,.,0.8,0.8,2,2,21,.,0.5
NC(=O)CSc1nc2scc(-c3ccc(Cl)cc3)c2c(=O)n1Cc1ccccc1,5,-3,0.1,-1.3,-6,21,2,0,-0.5
O=C(c1ccc(F)cc1)N1CCN=C1c1ccccc1,1,-3,0.6,-4.3,-7,5,4,-1,0.1
Cc1ccc(N/C(SCc2ccccc2C)=C(/C#N)C(=O)NCc2ccco2)cc1C,4,3,-0.9,-0.4,-13,5,0,2,-0.1
N#CC1=C(N)N(c2ccccc2)C(c2ccccc2)C1(C#N)C#N (stereo not given),24,0,-1.0,-7.5,-5,.,-17,5,-0.8
CC(NS(=O)(=O)c1cccc(Cl)c1)C(=O)N(C)C1CCN(C)CC1 (stereo not given),7,1,-0.6,0.0,-5,2,24,-2,4.2
O=C(Nc1ccc2nc(-c3ccco3)[nH]c2c1)c1cccs1,12,-6,-0.4,-5.2,-5,-14,1,-67,2.0
CCOC(=O)Cc1c(C)nc2cc(-c3ccc(C)cc3)[nH]n2c1=O,6,3,0.4,-2.0,-7,4,6,-3,0.3
Nc1nnc(SCC(=O)c2ccc3c(c2)NC(=O)CO3)s1,2,1,1.2,1.1,1,0,10,-3,0.8
O=c1ccnc(NCCc2ccccc2)[nH]1,9&4,6,0.7,-0.2,1,9&-33,0,-8,0.1
CC(=O)Nc1ccc(NS(=O)(=O)c2cc(Cl)ccc2Cl)cc1,4,-1,-0.4,0.1,4,-17,5,-1,0.1
CCCc1cc(=O)[nH]c(SCC(=O)NC)n1,2,-1,1.2,-2.6,-11,12,-1,-3,0.1
O=C(CCC(=O)N1CCN(S(=O)(=O)c2ccc(Cl)cc2)CC1)Nc1ccc2ccccc2c1,4,-10,0.2,2.3,-11,-46,8,3,0.7
C=CCn1c(SCC(N)=O)nnc1-c1cc2c(s1)CCC(CC)C2 (stereo not given),8,-7,-0.3,2.4,-7,9,0,-4,1.2
O=C(N/N=C1\SCC(=O)N1CCc1ccccc1)c1cccs1,8,0,0.2,0.4,-10,-7,23,2,2.2
O=C(NC(=S)N1CCc2ccccc21)C1CCC1,3,0,0.9,-1.0,3,22,-16,-2,-0.1
CCCn1c(SCC(=O)NCc2ccccc2)n[nH]c1=O,3,2,0.5,0.1,-7,21,19,2,1.1
O=C(/C=C/c1c(Cl)cccc1Cl)Nc1ccncc1,3,4,-0.9,-2.2,-13,-32,9,9,-0.2
COc1ccc(CNC(=O)c2ccc[nH]2)cc1Cl,11,-2,2.1,0.7,-8,-5,4,0,1.6

The list goes on:
Molecule,EP2 antag,Runt-CBFb FRET,PERK inh,TNF necrop inh,RBBP9 inh,EP2 modulator,Hck-Nef inh,Runt-SMMHC FRET,L929 necroptosis
COc1ccccc1N1CCN(C(=O)Oc2ccccc2)CC1,11,1,-2.0,-0.4,-4,17,-1,-2,-0.5
Cc1ccc(/C=C/C(=O)OC(C)C(=O)Nc2ncc(Cl)cc2Cl)o1 (stereo not given),11,0,0.0,0.9,-1,-44,6,0,0.9
CC(C(=O)NC1CCCC1)N(c1ccc(Oc2ccccc2)cc1)S(C)(=O)=O (stereo not given),4,-1,0.7,1.7,-2,-45,0,1,0.6
Cc1ccc(C(=O)NNC(=O)c2ccco2)cc1,5,2,0.9,-0.4,-5,11,-1,4,-0.2
CCNc1nc(C(=O)O)nc(N2CCOCC2)n1,9&6,0,0.6,-0.1,-5,-3&21,17,-1,-2.3
CN1CCNC(=O)C1CC(=O)O (stereo not given),6,-1,1.0,-1.3,-5,42,-1,-6,1.0
COc1cc2[nH]ccc(=O)c2cc1OC,3,0,0.1,0.9,0,21,0,2,5.5
CC(C)c1ccc(NC(=O)COc2ccc(F)cc2C(=O)c2cnn(-c3ccccc3)c2)cc1,6,-3,1.1,5.5,1,33,8,3,.
O=C(CS(=O)(=O)Cc1ccccc1)NCc1ccc2c(c1)OCO2,9,0,1.3,-1.5,-2,3,7,-8,0.7
Cc1ccc(C)c(NC(=O)C(=O)NCCCN2CCOCC2)c1,2,0,-0.5,0.4,-10,-1,9,-7,-2.1

Reformatted: entries from further up
CCNc1nc(C(=O)O)nc(N2CCOCC2)n1
  EP2 antag: 9&6
  Runt-CBFb FRET: 0
  PERK inh: 0.6
  TNF necrop inh: -0.1
  RBBP9 inh: -5
  EP2 modulator: -3&21
  Hck-Nef inh: 17
  Runt-SMMHC FRET: -1
  L929 necroptosis: -2.3
CN1CCNC(=O)C1CC(=O)O (stereo not given)
  EP2 antag: 6
  Runt-CBFb FRET: -1
  PERK inh: 1.0
  TNF necrop inh: -1.3
  RBBP9 inh: -5
  EP2 modulator: 42
  Hck-Nef inh: -1
  Runt-SMMHC FRET: -6
  L929 necroptosis: 1.0

Other results follow.
Molecule,EP2 antag,Runt-CBFb FRET,PERK inh,TNF necrop inh,RBBP9 inh,EP2 modulator,Hck-Nef inh,Runt-SMMHC FRET,L929 necroptosis
Cc1cccc(Oc2nccc(C(F)(F)F)c2C(=O)Nc2ccc(F)cc2F)c1,9,-1,-0.7,3.0,-3,-14,13,-1,0.4
CN1CCN(Cc2cn[nH]c2-c2ccc(F)cc2F)[C@@H](c2ccccc2)C1,7,-1,0.2,1.1,-9,-22,9,-1,-1.4
CC(=O)C1=C(O)C(=O)N(Cc2cccnc2)C1c1ccccc1 (stereo not given),12,-3,1.0,-1.0,-13,24,1,-1,0.0
COc1ccc(Cl)cc1-c1nc(SCC(=O)N(C)CCC#N)n[nH]1,6,2,0.1,-0.6,2,-34,20,3,-0.8
Cn1c(=O)oc2cc(S(=O)(=O)N3CCCC(C(=O)NCC4COc5ccccc5O4)C3)ccc21 (stereo not given),.,1,-0.2,-0.8,-3,-12,2,-5,1.2
CCOc1ccccc1C1C2CCCCC2(O)CCN1C(=O)c1cccs1 (stereo not given),7,-1,-0.7,2.2,-4,-3,1,1,1.3
CCOc1ccc(C2CC(c3cccc(C)c3)n3nc(N)nc3N2)cc1 (stereo not given),7,1,0.9,1.3,-9,-5,-1,3,5.3
O=C(NCc1ccco1)c1cc(S(=O)(=O)N2CCCc3ccccc32)ccc1Cl,11,2,-1.9,1.4,-8,-19,5,-3,-0.1
O=C(Nc1ccc(N2CCCC2)cc1)c1ccc2ccccc2c1,6,4,1.2,0.9,10,-5,4,7,2.7
O=C(CSc1ncnc2c1oc1ccccc12)N1CCN(c2ccccc2)CC1,7,.,1.2,-1.0,-4,.,-1,.,-0.2
Cc1cc(C(=O)CSCCCn2c(=O)[nH]c3ccccc32)c(C)n1C,17,0,-0.1,-0.4,-7,-12,2,-2,0.2
